# Assay outcomes: PubChem, several laboratories
# IMP-1 inhibitor – blocks Pseudomonas aeruginosa IMP-1 metallo-beta-lactamase | purified IMP-1, nitrocefin hydrolysis, epi-absorbance fluorescence | inhibition, % at 5.6 µM | hit rate 0.45% among 290,000 | AID 1556;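 active = inhibition above the mean plus 3 SD of all compounds in the same screening run, cut at about 4.5% in these data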;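 also: 0% = IMP-1 with DMSO and 100% = DMSO wells lacking enzyme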
#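 System: purified IMP-1 / Input: IMP-1 dispensed at 0.2 nM / Medium: 50 mM HEPES pH 7.1, 50 µM ZnSO4, 0.05% Brij 35 / Timing: 15 min enzyme–compound preincubation, then 25 min nitrocefin reaction, 25 °C / Technique: plate fluorescence quenching by hydrolysis product, ex 480/em 530 nm / Repeats: singlicate testing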
# M18AAP inhibitor – PfM18AAP enzyme inhibition; recombinant PfM18AAP, H-Glu-NHMec fluorogenic cleavage; inhibition, % at 7.35 µM; hit rate 1.2% among 290,000; AID 1822;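 active = inhibition above the campaign mean inhibition over all tested compounds plus 3 SD, cut at about 28% in these data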;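 also: 0% = plate median of test compound wells and 100% = 2 mM ZnCl2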
# MEKK2 mut-MEK5 – signal of MEK5 binding to mutant human MEKK2 PB1 domain; bead flow cytometry, Alexa488-MEK5 binding to MEKK2 mutant; percent response, % at 10 µM; hit rate 0.35% among 290,000; in the data active = percent response above about 24%, passing the limit was not always enough; also: inactives centre near 1; some results filed as inactive read as strong as hits
# NS3 helicase inh – inhibitors of Hepatitis C virus NS3 helicase; NS3 helicase DNA unwinding, Cy5 molecular beacon fluorescence; inhibition, % at 10.9 µM; hit rate 0.56% among 290,000; AID 1800;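 active = inhibition above the mean of all tested compounds plus 3 SD, set per campaign, cut at about 35% in these data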;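 also: 0% = DMSO wells and 100% = thioflavine S control wells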
#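 Measured by: Cy5 fluorescence, 0 and 60 min reads / Assay system: NS3 helicase fragment of HCV / Control set: low DMSO, high thioflavine S at 110 µM / Times: 1 h reaction at 25 °C, ATP-initiated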
# MEKK2 WT-MEK5 – raises or lowers MEK5 binding to wildtype human MEKK2 PB1 domain; binding response (% of control), % at 10 µM; bead flow cytometry, Alexa488-MEK5 binding to MEKK2 WT; actives lie on both sides; hit rate 1.1% among 290,000; AID 1531; in the data active = binding response below about 67% or above about 130%
# NALP1 yeast inh – NALP1 inhibition | hit rate 0.61% among 280,000 | AID 2071 | S. cerevisiae NALP1/ASC/caspase-1 growth, X-gal OD620, 72 h | inhibition, % at 10 µM; in the data active = inhibition mostly above about 24%, no sharp cut-off; inactive = mostly below about 32%; also: some compounds called inactive have numbers as strong as hits
# UBC9 SUMO inh – inhibitors of human SUMOylation (UBC9) | P63279 | HTRF SUMOylation assay, SAE1/SAE2 + UBC9, in vitro | inhibition, % at 35 µM | hit rate 0.36% among 290,000; in the data active = inhibition above about 50%, passing the limit was not always enough; also: strong numbers were not always called active
# Target sequence (P63279 whole entry, looked up): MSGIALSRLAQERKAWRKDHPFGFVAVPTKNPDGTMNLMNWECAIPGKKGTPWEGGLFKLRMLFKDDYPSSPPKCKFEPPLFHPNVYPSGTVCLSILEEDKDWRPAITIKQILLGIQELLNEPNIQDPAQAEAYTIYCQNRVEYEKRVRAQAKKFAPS
# VIM-2 inh – inhibitors of Pseudomonas aeruginosa VIM-2 metallo-beta-lactamase; AID 1527; inhibition, % at 5.6 µM; purified VIM-2, nitrocefin hydrolysis, epi-absorbance fluorescence; hit rate 0.89% among 290,000;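 active = inhibition above the mean of all tested compounds plus 3 SD, cutoff set per screening run, cut at about 7.5% in these data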;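 also: red hydrolysis product quenches plate fluorescence so inhibitors raise well fluorescence; 0% = enzyme with DMSO and 100% = DMSO without enzyme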
# DNA FID counter – counter-screen for HCV NS3 helicase inhibitors: DNA intercalator displacement | DNA fluorescent intercalator displacement, fluorescence | inhibition, % at 7.9 µM | hit rate 0.17% among 290,000 | AID 1845; in the data active = inhibition above about 37%;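 also: 0% = vehicle and 100% = reference compound; higher means more ethidium bromide displaced from hairpin DNA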
# Active calls of the source: *; x = not tested or not shown.
SMILES,IMP-1 inhibitor,M18AAP inhibitor,MEKK2 mut-MEK5,NS3 helicase inh,MEKK2 WT-MEK5,NALP1 yeast inh,UBC9 SUMO inh,VIM-2 inh,DNA FID counter
Cc1ccc(N2CCN(C3=NC(=O)/C(=C\c4cccs4)S3)CC2)cc1,-1.5,0,1,-2,93,37,-8,-1.4,-4
Cc1cccnc1Nc1nc(-c2ccccc2)cs1,-3.5,-12,6,-7,121,25,9,-1.1,-6
CN(Cc1ccccc1)C(=O)c1ccccc1NC(=O)c1ccccc1,-1.8,-2,0,10,97,-2,18,-1.5,-9
Cc1ccccc1C(=O)NC1CCN(C(=O)NC2CCCCC2)CC1,-2.4,-3,3,-7,106,20,-4,0.2,-7
O=C(CN(C(=O)CCC(=O)Nc1nccs1)c1ccc(F)c(Cl)c1)NCC1CCCO1 (centres undefined),-0.3,2,-10,5,94,16,-12,-0.3,-33
COc1cc2c(cc1OC)C(c1cc(OC)c(OC)c(OC)c1)NCC2 (centres undefined),-2.9,-1,1,-2,100,23,8,-2.5,2
Cc1ccc(-n2ncc3c(=O)[nH]c(SCC(=O)N4CCCCC4)nc32)cc1,-3.1,8,1,3,104,x,7,-0.4,-7
O=C(COC(=O)c1ccccc1C(=O)c1ccccc1)Nc1ccc(SC(F)F)cc1,-3.4,6,-1,-22,104,28,-15,-3.6,-19
CCOCCn1c(CN2CCN(c3ccc(OC)cc3)CC2)nc2c1c(=O)n(C)c(=O)n2C,-5.5,0,4,-4,80,x,x,-2.0,-32
Cc1ccnc(NC(=O)/C=C/c2ccccc2Cl)c1,-1.3,-7,1,-18,102,37,-2,-0.6,-7
CSCCC(NC(=O)c1ccc(Cl)cc1)C(=O)O (centres undefined),-0.5,-1,-4,-3,94,1,5,-0.6,-5
Cc1cnc(C(=O)N2CCN(c3ccc(C(F)(F)F)cn3)CC2)cn1,-2.2,-4,12,6,99,-11,0,-2.2,-7
Cc1c(NC(=O)c2c(NC(=O)CNC3CC3)sc3c2CCCC3)c(=O)n(-c2ccccc2)n1C,-4.8,3,20,0,112,28,18,-4.4,-10
COc1ccccc1NC(=O)Nc1nn(C)c2cccc(OC)c12,-1.6,-14,2,-8,103,-2,12,0.5,-24
CCn1c(-c2ccc(OC)c(OC)c2)n[nH]c1=S,-4.4,2,4,3,99,4,35,-1.0,-4
COC(=O)c1cc(=O)n(CCc2ccc(OC)cc2)c(=Nc2ccc(F)c(Cl)c2)s1,-3.2,6,5,-4,106,4,-15,-3.2,-4
COCCn1c(-c2cccs2)csc1=Nc1cccnc1,3.1,-3,-7,17,86,12,73,0.5,-6
CCCOc1ccc(C(=O)N2CC3(CC(c4cccc(NC(=O)[C@@H]5CCC(=O)N5)c4)=NO3)C[C@H]2C(=O)NC2(C(N)=O)CC2)cc1 (some centres undefined),-2.6,4,-7,2,93,7,-21,-4.0,-33
O=C(COc1ccc(Cl)cc1Cl)N/N=C/C1CC=CCC1 (centres undefined),-5.0,7,7,10,102,11,4,-4.5,-11
O=S(=O)(NCC1CCN(c2ccc(S(=O)(=O)N3CCOCC3)cc2)CC1)c1ccccc1,-4.1,-5,3,-13,99,-16,-9,-4.1,-27
COc1ccc(CNC(=O)N2CCN(c3cccc(C)c3C)CC2)cc1OC,-1.5,-1,0,2,100,0,11,0.1,-49
COc1ccc(NC(=O)NC2(C(=O)N3CCCC(C)C3)CCCCC2)cc1 (centres undefined),-1.5,-3,-3,-1,101,-1,-5,0.4,-20
O=C(CNc1ccc2ccccc2c1)N/N=C/c1ccccn1,-3.1,11,-20,-3,88,17,-2,-1.3,0
O=C1/C(=C\c2cccc(O)c2)SC(=S)N1Cc1ccccc1,1.8,-5,0,26,102,18,-19,-0.4,2
Cc1cccc(NC(=O)c2ccc(S(=O)(=O)N3CCCCC3)cc2)c1,-0.9,3,0,-8,95,19,-2,-0.1,-24
Brc1ccc(C2=Nc3ccccc3C(c3ccncc3)=NN2)cc1,-1.1,-11,-11,-7,96,-9,4,0.3,-4
O=C(CSc1nnc(CNC(=O)c2ccc(F)cc2)o1)NCC1CCCO1 (centres undefined),-1.0,-14,-2,13,101,11,11,-0.5,-1
C=CCC(O)c1c(-c2ccccc2)nn(C)c1Cl (centres undefined),-2.1,-13,-9,6,98,-2,-4,-2.9,-4
CCOC(=O)C(C)Sc1nc(=O)n2cccc(C)c2n1 (centres undefined),-2.4,-4,-4,13,94,8,5,-1.3,1
C/C(=N\NC(=O)c1ccc(N(C)C)cc1)c1cccnc1,-2.0,-34,-1,-8,102,12,13,0.0,-21
CCOC(=O)c1oc2c(CN3CCN(CCO)CC3)c(O)c(CC)cc2c(=O)c1-c1nc2ccccc2s1,-3.1,4,4,7,102,9,18,-2.0,-5
O=C(CS(=O)(=O)c1cccc(Cl)c1)Nc1ccccc1Cl,-1.8,-2,2,-1,99,-7,-26,-2.8,3
COc1ccc(-n2cnnc2SCC(=O)N(C)C2CCS(=O)(=O)C2)cc1 (centres undefined),-1.9,-9,-6,1,92,-4,2,-2.7,-10
O=[N+]([O-])c1cc(C=Nc2cccc3c(O)cccc23)ccc1Cl,0.1,39*,-6,33,90,-12,87,2.5,1
O=[N+]([O-])c1cc(Cl)ccc1N1CCN(c2ccccc2O)CC1,-3.8,10,12,1,111,-3,-13,-2.6,5
CC(=O)c1ccc(NC(=O)C2CCCN(S(=O)(=O)c3c(C)[nH]c(=O)[nH]c3=O)C2)cc1 (centres undefined),-2.7,-13,1,9,107,7,6,-2.9,-16
COc1cc2cc(C#N)c(SCC(=O)N3CCOCC3)nc2cc1OC,-1.4,-5,3,-12,99,12,11,1.5,-10
CCOC(=O)C1CCCN(S(=O)(=O)c2ccc(Br)s2)C1 (centres undefined),-3.1,1,-1,4,96,36,-8,-1.3,-13
COCc1cc(/C=N\NC(=O)Cc2ccc(OC)cc2)ccc1OC,-1.5,4,-3,-5,97,26,6,-6.4,-19
CCOC(=O)c1ccc(Nc2ncnc3ccccc23)cc1,-2.5,2,-2,-2,109,2,13,-1.7,-22
COC(=O)c1ccccc1NC(=O)CSc1n[nH]c(-c2cccnc2)n1,-1.4,-6,-1,-3,101,33*,-7,-1.1,-18
Cc1noc(C)c1COC(=O)c1ccc2c(c1)OCO2,-4.1,-7,1,0,97,-9,10,-2.2,-7
Cc1ccc(C)c(-n2cc(-c3ccc(Cl)cc3)nc2SCC(=O)NC2CCS(=O)(=O)C2)c1 (centres undefined),-0.4,-3,-5,5,106,22,15,2.1,-6
CCCCN1C2=NCCCN2c2cc(C)c(C)cc21,-5.8,-5,x,2,x,-7,3,0.4,20
CCOC(=O)CC1C(=O)NCCN1C(=O)NC1CCCCC1 (centres undefined),-1.1,-12,-7,5,98,4,1,0.3,-2
CCOC(=O)c1c(S(=O)(=O)NCc2cccs2)c(C)n(C)c1C,-3.5,2,3,0,100,22,4,-1.1,-15
O=C(CCN1C(=O)c2ccccc2C1=O)Nc1ccc(F)cc1F,-2.9,3,1,5,98,4,3,-4.2,0
COC(=O)c1scc(C)c1-n1ccc(C(=O)C(=O)N(C)C)c1,-1.4,-2,-8,-12,85,18,3,-0.4,-1

# A different layout for some results above:
Cc1ccc(-n2ncc3c(=O)[nH]c(SCC(=O)N4CCCCC4)nc32)cc1
  IMP-1 inhibitor = -3.1
  M18AAP inhibitor = 8
  MEKK2 mut-MEK5 = 1
  NS3 helicase inh = 3
  MEKK2 WT-MEK5 = 104
  NALP1 yeast inh = x
  UBC9 SUMO inh = 7
  VIM-2 inh = -0.4
  DNA FID counter = -7
O=C(COC(=O)c1ccccc1C(=O)c1ccccc1)Nc1ccc(SC(F)F)cc1
  IMP-1 inhibitor = -3.4
  M18AAP inhibitor = 6
  MEKK2 mut-MEK5 = -1
  NS3 helicase inh = -22
  MEKK2 WT-MEK5 = 104
  NALP1 yeast inh = 28
  UBC9 SUMO inh = -15
  VIM-2 inh = -3.6
  DNA FID counter = -19
CCOCCn1c(CN2CCN(c3ccc(OC)cc3)CC2)nc2c1c(=O)n(C)c(=O)n2C
  IMP-1 inhibitor = -5.5
  M18AAP inhibitor = 0
  MEKK2 mut-MEK5 = 4
  NS3 helicase inh = -4
  MEKK2 WT-MEK5 = 80
  NALP1 yeast inh = x
  UBC9 SUMO inh = x
  VIM-2 inh = -2.0
  DNA FID counter = -32
Cc1ccnc(NC(=O)/C=C/c2ccccc2Cl)c1
  IMP-1 inhibitor = -1.3
  M18AAP inhibitor = -7
  MEKK2 mut-MEK5 = 1
  NS3 helicase inh = -18
  MEKK2 WT-MEK5 = 102
  NALP1 yeast inh = 37
  UBC9 SUMO inh = -2
  VIM-2 inh = -0.6
  DNA FID counter = -7

# The listing picks up; the 2 compounds before the break are reprinted first.
SMILES,IMP-1 inhibitor,M18AAP inhibitor,MEKK2 mut-MEK5,NS3 helicase inh,MEKK2 WT-MEK5,NALP1 yeast inh,UBC9 SUMO inh,VIM-2 inh,DNA FID counter
O=C(CCN1C(=O)c2ccccc2C1=O)Nc1ccc(F)cc1F,-2.9,3,1,5,98,4,3,-4.2,0
COC(=O)c1scc(C)c1-n1ccc(C(=O)C(=O)N(C)C)c1,-1.4,-2,-8,-12,85,18,3,-0.4,-1
COc1ccc(CCNC(=O)c2ccc(-c3cccc([N+](=O)[O-])c3)o2)cc1OC,-3.6,3,3,-1,100,16,-13,-2.4,-22
CCOc1ccc(N(C)S(=O)(=O)c2ccc3[nH]cc(C(=O)NCC(OC)OC)c(=O)c3c2)cc1,-3.3,1,14,-9,117,14,3,-1.8,-6
COc1cc(NC(=O)c2cccc(NC3=NC4CS(=O)(=O)CC4S3)c2)cc(OC)c1OC (centres undefined),-1.5,-5,3,-4,103,-12,18,-3.1,-9
Cc1nc2ccccn2c1C(=O)NNC(=O)Nc1cccc(C(F)(F)F)c1,0.2,64*,-12,10,89,13,-13,-1.6,-4
CC(C)CCNC(=O)COc1ccc(N(C)S(=O)(=O)c2ccc(F)cc2)cc1,-0.9,5,-15,-6,75,-5,-2,0.0,-37
CCCC(c1nnnn1Cc1ccc(F)cc1)N1CCN(C2CCCCC2)CC1 (centres undefined),-6.2,-3,9,-11,100,2,14,-1.8,11
CS(=O)(=O)Nc1nnc(SCC(=O)N(c2ccccc2)c2ccccc2)s1,-0.1,-12,-1,8,101,12,-2,0.3,-33
COc1ccc(/C(C)=N/OC/C(O)=C(\C#N)c2nc3ccccc3[nH]2)cc1,-3.4,-7,16,15,104,12,27,-5.3,0
NC(=O)[C@H]1CC2(CC(c3cccc(NC(=O)[C@H]4CCC(=O)N4)c3)=NO2)CN1C(=O)c1cc([N+](=O)[O-])cc([N+](=O)[O-])c1 (some centres undefined),x,x,-5,x,95,-21,6,x,x
Cc1cccc(OCCSc2cc(C)nc(N)n2)c1,-0.1,4,6,-22,105,-3,-3,-1.6,-8
CCOC(=O)Nc1ccc2nc(Sc3ccc(Cl)cc3)sc2c1,-1.3,2,2,-10,103,20,1,-0.3,-12
CCOC(=O)c1sc(NC(=O)c2c(C)noc2C)c(C(=O)OCC)c1C,-2.3,2,x,-2,x,x,x,-0.7,-7
O=C(CNc1ccccc1Cl)c1ccc(Br)cc1,-1.7,14,2,2,103,9,5,-1.2,-1
C/C=C(\C)C(=O)NCCN1C2=NC[C@H](C(C)C)N2C[C@@H]1Cc1ccc(OC)cc1,-1.4,-2,10,-19,123,-1,-4,-1.6,10
COC(=O)C1=C(C)N(CCCC(=O)O)C(=O)NC1c1cc2c(cc1[N+](=O)[O-])OCO2 (centres undefined),-3.7,16,3,22,99,12,34,-4.0,-17
